Assay outcomes from PubChem.
Spn DPM-DC inh = blocks S. pneumoniae diphosphomevalonate decarboxylase. purified DPM-DC, PK/LDH coupled NADH fluorescence. calls only at 10 µM. actives 0.49% (n = 65,000). AID 556;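 active means the 320 compounds with the highest percent inhibition in the single-dose primary screen, excluding strongly autofluorescent ones, cut at about 32% in these data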;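 further: kinetic rate of NADH fluorescence loss reporting ADP formed by the decarboxylase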
Spn MK inh = inhibitors of Streptococcus pneumoniae mevalonate kinase; actives 0.48% (n = 65,000); purified MK, PK/LDH-coupled NADH absorbance 340 nm; inhibition, % at 10 µM;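 active means ranked among the strongest by inhibition in the single 10 µM screen, a fixed top-ranked set picked for dose follow-up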; further: no value below 0 was filed
Bfl-1 inhibitors = Bfl-1 inhibitors, primary screen, biochemical, fluorescence polarization, FITC-Bid, mouse (AID 432); FITC-Bid BH3 peptide fluorescence polarization displacement; higher % means a stronger effect; displacement, % at 20 µM; hits with a dose series show IC50 in µM; actives 0.02% (n = 64,000); in the data active means a potency from the dose series; inactive means the rest, 99 in 100 with displacement below about 15%; further: strong numbers were not always called active
LYP phosphatase = LYP phosphatase inhibitors, primary screen, biochemical, DiFMUP fluorescence, recombinant catalytic domain, 10 µM (AID 606); recombinant LYP catalytic domain, DiFMUP fluorescence; higher % means a stronger effect; one-dose inhibition, % at 10 µM; IC50 in µM for titrated hits; 52,000 tested, under 10 active;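 active means IC50 under 40 µM in the dose-response test; inactive means IC50 of 40 µM or more, or never dose-tested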
KRASV12 cytotoxicity = cytotoxicity in KRAS-transformed pancreatic duct cells, primary screen, cell-based, fluorescence, HTS (AID 431); cytotoxicity, % at 10 µM, or EC50 in µM where a hit was titrated; HPDE-C7K KRASV12 cells, Alamar Blue viability, 48 h; higher % means a stronger effect; actives 1.7% (n = 63,000);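 active means compounds whose percent cytotoxicity in the single-dose primary screen, scaled between solvent and toxic-drug controls, exceeds 50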;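 further: 0% = DMSO solvent wells and 100% = doxorubicin-treated wells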
TNAP inhibition = inhibition of tissue-nonspecific alkaline phosphatase – biochemical, luminescent (AID 518); inhibition, % at 20 µM; hits with a dose series show IC50 in µM; purified TNAP enzyme, luminescent substrate readout; higher % means a stronger effect; actives 0.09% (n = 64,000); in the data active means a potency from the dose series; inactive means the rest, 99 in 100 with inhibition below about 22%;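 further: plate controls were vehicle for no effect and reference inhibitor for full effect; many of its hits are not listed in these tables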
Spn PMK inh = S. pneumoniae PMK inhibition; purified PMK, PK/LDH-coupled NADH absorbance 340 nm; inhibition, % at 10 µM; actives 0.49% (n = 65,000);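 active means top-ranked compounds by inhibition in the single 10 µM screen, taking a fixed number of the strongest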;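 further: 0% = full reaction with DMSO carrier and 100% = background rate without enzyme reaction; no value below 0 was filed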
HPDE-C7 cytotoxicity = cytotoxicity in HPDE-C7 cells, cell-based, fluorescence, HTS (AID 430) | HPDE-C7 pancreatic duct cells viability, fluorescence; higher % means a stronger effect | cytotoxicity, % at 10 µM; hits with a dose series show EC50 in µM | actives 1.8% (n = 63,000);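 further: cells exposed to compound for 48 hours before viability readout; 0% = vehicle and 100% = reference cytotoxic drug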
HT1080 cytotoxicity = cytotoxicity in HT1080 fibrosarcoma cells, cell-based, fluorescence readout (AID 620) | HT1080 viability, fluorescence; higher % means a stronger effect | cytotoxicity, % at 10 µM; hits with a dose series show EC50 in µM | actives 0.42% (n = 87,000);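 further: cells exposed to compound overnight then 4 h with Alamar Blue; 0% = vehicle DMSO and 100% = killing control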
Spn PMK inh pilot replicates = further read-out of Spn PMK inh, marked with its call; inhibition, %; measured here: pilot screen replicates
Spn MK inh pilot replicates = recorded beside Spn MK inh, whose call it bears; inhibition, %; measured here: pilot screen replicates
Spn DPM-DC inh pilot screen % = also measured in Spn DPM-DC inh; calls as there; inhibition, %; measured here: pilot screen trials
* = called active by the depositor. Unless noted, no stated cut-off is given here; in the data, active means cytotoxicity above about 50%; inactive means the rest. No enrichment for hits; any-hit rate near 3.4%.

How did CC(=O)Nc1ccc(S(=O)(=O)c2c(N)n(CCN3CCOCC3)c3nc4ccccc4nc23)cc1 do in these assays?
Spn MK inh: 8; Bfl-1 inhibitors: -4%; LYP phosphatase: 11%; KRASV12 cytotoxicity: 6%; TNAP inhibition: 4%; Spn PMK inh: 0; HPDE-C7 cytotoxicity: -4%; HT1080 cytotoxicity: 0%

What do the screens show for `CS(=O)(=O)N(CC(=O)N1CCc2ccccc2C1)c1ccc2c(c1)OCO2`?
Spn DPM-DC inh: inactive; Spn MK inh: 5; Bfl-1 inhibitors: -2%; LYP phosphatase: 9%; KRASV12 cytotoxicity: 22%; TNAP inhibition: 13%; Spn PMK inh: 6; HPDE-C7 cytotoxicity: 11%; HT1080 cytotoxicity: 0%; Spn PMK inh pilot replicates: 4.5; Spn MK inh pilot replicates: 1.0; Spn DPM-DC inh pilot screen %: 0.0

What do the screens show for `O=C1C2C(C(=O)N1c1ccc3c(c1)OCO3)C1C=CC2C12CC2` (stereo unspecified)?
Spn DPM-DC inh: inactive; Spn MK inh: 4; Bfl-1 inhibitors: 0%; LYP phosphatase: 4%; KRASV12 cytotoxicity: -12%; TNAP inhibition: 8%; Spn PMK inh: 0; HPDE-C7 cytotoxicity: -13%; HT1080 cytotoxicity: -3%

What do the screens show for `COC(=O)c1ccsc1NC(=O)c1ccc2c(c1)OCCO2`?
Spn MK inh: 5; Bfl-1 inhibitors: -4%; LYP phosphatase: 13%; KRASV12 cytotoxicity: -6%; TNAP inhibition: 3%; Spn PMK inh: 7; HPDE-C7 cytotoxicity: 4%; HT1080 cytotoxicity: -7%

How did Cc1cc(NC(=O)CSc2nnnn2C2CCCC2)no1 do in these assays?
Spn DPM-DC inh: inactive; Spn MK inh: 9; Bfl-1 inhibitors: 2%; KRASV12 cytotoxicity: 13%; TNAP inhibition: 6%; Spn PMK inh: 14; HPDE-C7 cytotoxicity: 15%; HT1080 cytotoxicity: 1%

Results for CCC(NS(=O)(=O)c1c(C)[nH]c(=O)[nH]c1=O)C12CC3CC(CC(C3)C1)C2 (stereo unspecified) ?
Spn DPM-DC inh: inactive; Spn MK inh: 8; Bfl-1 inhibitors: -4%; LYP phosphatase: 7%; KRASV12 cytotoxicity: -1%; TNAP inhibition: 13%; Spn PMK inh: 13; HPDE-C7 cytotoxicity: -10%; HT1080 cytotoxicity: 1%

What do the screens show for `CC(=O)Nc1nc(-c2ccc(Br)s2)cs1`?
Spn DPM-DC inh: inactive; Spn MK inh: 2; Bfl-1 inhibitors: -1%; KRASV12 cytotoxicity: -6%; TNAP inhibition: -4%; Spn PMK inh: 6; HPDE-C7 cytotoxicity: -5%; HT1080 cytotoxicity: 3%

How did CCn1cnc2c1c(=O)n(Cc1nnc3n1-c1ccccc1SC3)c(=O)n2Cc1ccccc1 do in these assays?
Spn DPM-DC inh: inactive; Spn MK inh: 0; Bfl-1 inhibitors: 2%; LYP phosphatase: 4%; KRASV12 cytotoxicity: 4%; TNAP inhibition: 8%; Spn PMK inh: 8; HPDE-C7 cytotoxicity: 4%; HT1080 cytotoxicity: 1%

What do the screens show for `Cc1ccc(NC(=O)Cn2c(C)cc(C)c(C#N)c2=O)c(Cl)c1`?
Spn DPM-DC inh: inactive; Spn MK inh: 0; Bfl-1 inhibitors: -9%; LYP phosphatase: -4%; KRASV12 cytotoxicity: 7%; TNAP inhibition: 8%; Spn PMK inh: 10; HPDE-C7 cytotoxicity: -6%; HT1080 cytotoxicity: 2%

How did CCNc1nnc(-c2ccccc2OC)s1 do in these assays?
Spn MK inh: 7; Bfl-1 inhibitors: 6%; LYP phosphatase: 5%; KRASV12 cytotoxicity: -4%; TNAP inhibition: 7%; Spn PMK inh: 9; HPDE-C7 cytotoxicity: -21%; HT1080 cytotoxicity: -3%

How did CCOC(=O)COn1c(=O)c[n+]([O-])c2ccccc21 do in these assays?
Spn DPM-DC inh: inactive; Spn MK inh: 7; Bfl-1 inhibitors: -4%; LYP phosphatase: -12%; KRASV12 cytotoxicity: -4%; TNAP inhibition: 13%; Spn PMK inh: 0; HPDE-C7 cytotoxicity: -2%; HT1080 cytotoxicity: -2%

Results for NC(=O)CSc1nc(N)c2c3c(sc2n1)CCCCC3 ?
Spn DPM-DC inh: inactive; Spn MK inh: 7; Bfl-1 inhibitors: 2%; LYP phosphatase: 15%; KRASV12 cytotoxicity: 14%; TNAP inhibition: 13%; Spn PMK inh: 0; HPDE-C7 cytotoxicity: 5%; HT1080 cytotoxicity: 18%

Results for O=S(=O)(Cc1ccccc1)N1CCN(Cc2ccc3c(c2)OCO3)CC1 ?
Spn DPM-DC inh: inactive; Spn MK inh: 4; Bfl-1 inhibitors: 2%; KRASV12 cytotoxicity: 21%; TNAP inhibition: 9%; Spn PMK inh: 0; HPDE-C7 cytotoxicity: 3%

Results for CCOC(=O)C1CCCN(C(=O)CCNS(=O)(=O)c2ccc3c(c2)CCC(=O)N3)C1 (stereo unspecified) ?
Spn DPM-DC inh: inactive; Spn MK inh: 0; Bfl-1 inhibitors: -1%; LYP phosphatase: 7%; TNAP inhibition: 9%; Spn PMK inh: 8; HT1080 cytotoxicity: -6%

What do the screens show for `COCCN(C(=O)c1csnn1)C(C(=O)NC1CCCCC1)c1sccc1C` (stereo unspecified)?
Spn DPM-DC inh: inactive; Spn MK inh: 3; Bfl-1 inhibitors: -2%; LYP phosphatase: 7%; KRASV12 cytotoxicity: -6%; TNAP inhibition: 3%; Spn PMK inh: 14; HPDE-C7 cytotoxicity: -7%; HT1080 cytotoxicity: 1%

What do the screens show for `CC1Cc2ccccc2N1C(=O)C1CCN(S(=O)(=O)c2cccs2)CC1` (stereo unspecified)?
Spn DPM-DC inh: inactive; Spn MK inh: 0; Bfl-1 inhibitors: -4%; LYP phosphatase: -1%; KRASV12 cytotoxicity: 11%; TNAP inhibition: 11%; Spn PMK inh: 7; HPDE-C7 cytotoxicity: 9%; HT1080 cytotoxicity: -2%

How did CCOC(=O)N1CCC(NC(=O)Cn2cc3c(n2)CCCC3)CC1 do in these assays?
Spn DPM-DC inh: inactive; Spn MK inh: 2; Bfl-1 inhibitors: -1%; LYP phosphatase: 5%; KRASV12 cytotoxicity: 2%; TNAP inhibition: 5%; Spn PMK inh: 0; HPDE-C7 cytotoxicity: -7%; HT1080 cytotoxicity: -9%

How did CCOc1ccc(-n2c(=O)[nH]cc(C(=O)N3CCc4ccccc43)c2=O)cc1 do in these assays?
Spn DPM-DC inh: inactive; Spn MK inh: 0; Bfl-1 inhibitors: 2%; LYP phosphatase: 16%; KRASV12 cytotoxicity: -3%; TNAP inhibition: 8%; Spn PMK inh: 8; HPDE-C7 cytotoxicity: -8%; HT1080 cytotoxicity: 1%

How did COc1ccc2c(C)cc(SCC#N)nc2c1 do in these assays?
Spn DPM-DC inh: inactive; Spn MK inh: 7; Bfl-1 inhibitors: -7%; LYP phosphatase: -3%; KRASV12 cytotoxicity: -16%; TNAP inhibition: 13%; Spn PMK inh: 14; HPDE-C7 cytotoxicity: -5%; HT1080 cytotoxicity: -14%

What do the screens show for `Cn1c(NC(=O)c2cccc(Cn3cc(Cl)cn3)c2)nc2ccccc21`?
Spn DPM-DC inh: inactive; Spn MK inh: 3; Bfl-1 inhibitors: 3%; LYP phosphatase: 0%; KRASV12 cytotoxicity: 29%; TNAP inhibition: 12%; Spn PMK inh: 5; HPDE-C7 cytotoxicity: 24%; HT1080 cytotoxicity: -4%; Spn PMK inh pilot replicates: 1.0; Spn MK inh pilot replicates: 0.0; Spn DPM-DC inh pilot screen %: 0.5

Results for CCOC(=O)C1=C(CN2CCSCC2)NC(=O)NC1c1cc(C)ccc1C (stereo unspecified) ?
Spn DPM-DC inh: inactive; Spn MK inh: 6; Bfl-1 inhibitors: 0%; LYP phosphatase: 2%; KRASV12 cytotoxicity: -10%; TNAP inhibition: 9%; Spn PMK inh: 11; HPDE-C7 cytotoxicity: -3%; HT1080 cytotoxicity: 4%

Results for COC(=O)c1ccc(CSc2nnc(CNC(=O)c3cccs3)o2)o1 ?
Spn DPM-DC inh: inactive; Spn MK inh: 2; Bfl-1 inhibitors: -4%; LYP phosphatase: 15%; KRASV12 cytotoxicity: 6%; TNAP inhibition: 4%; Spn PMK inh: 11; HPDE-C7 cytotoxicity: 0%

How did COCC(C)NC(=O)NC(=O)c1ccc(Cl)cc1 (stereo unspecified) do in these assays?
Spn DPM-DC inh: inactive; Spn MK inh: 1; Bfl-1 inhibitors: -4%; LYP phosphatase: 2%; KRASV12 cytotoxicity: -13%; TNAP inhibition: 6%; Spn PMK inh: 0; HPDE-C7 cytotoxicity: -10%; HT1080 cytotoxicity: 10%; Spn PMK inh pilot replicates: 0.5; Spn MK inh pilot replicates: 0.0; Spn DPM-DC inh pilot screen %: 1.5

How did CC1(C)CC(=O)C=C(Nc2ccccc2NC(=O)c2cnccn2)C1 do in these assays?
Spn DPM-DC inh: inactive; Spn MK inh: 0; Bfl-1 inhibitors: 1%; KRASV12 cytotoxicity: -16%; TNAP inhibition: 6%; Spn PMK inh: 0; HPDE-C7 cytotoxicity: -11%; HT1080 cytotoxicity: 1%

Results for CN1CCN(CCCNC(=O)Cn2nc(-c3ccccc3)ccc2=O)CC1 ?
Spn DPM-DC inh: inactive; Spn MK inh: 10; Bfl-1 inhibitors: 1%; LYP phosphatase: 9%; KRASV12 cytotoxicity: -11%; TNAP inhibition: 5%; Spn PMK inh: 5; HPDE-C7 cytotoxicity: -13%; HT1080 cytotoxicity: 1%

What do the screens show for `N#CC1=C(N)N(c2ccccc2)C(c2ccccc2)C1(C#N)C#N` (stereo unspecified)?
Spn DPM-DC inh: inactive; Spn MK inh: 5; Bfl-1 inhibitors: 11%; LYP phosphatase: 13%; KRASV12 cytotoxicity: 10%; TNAP inhibition: 12%; Spn PMK inh: 5; HPDE-C7 cytotoxicity: -11%; HT1080 cytotoxicity: -2%; Spn PMK inh pilot replicates: 0.0; Spn MK inh pilot replicates: 0.0; Spn DPM-DC inh pilot screen %: 16

How did CCOC(=O)c1cnn(-c2ccccn2)c1N do in these assays?
Spn DPM-DC inh: inactive; Spn MK inh: 2; Bfl-1 inhibitors: 12%; LYP phosphatase: 12%; KRASV12 cytotoxicity: 2%; TNAP inhibition: 9%; Spn PMK inh: 11; HPDE-C7 cytotoxicity: 0%; HT1080 cytotoxicity: -3%

Results for COC(=O)c1cc(N2C(=O)C3C(C2=O)C2(C)C=CC3(C)O2)ccc1Cl (stereo unspecified) ?
Spn DPM-DC inh: inactive; Spn MK inh: 14; Bfl-1 inhibitors: 7%; LYP phosphatase: 7%; KRASV12 cytotoxicity: 8%; TNAP inhibition: -3%; Spn PMK inh: 2; HPDE-C7 cytotoxicity: 4%; HT1080 cytotoxicity: -2%
